Compound activity (PubChem BioAssay)
AID2073 – inhibitors of Mint1-CaV2.2 protein interaction, biochemical, HTRF (AID 2073). 0.19% of 290,000 active. HTRF protein-protein interaction, Mint1-CaV2.2; higher % means a stronger effect. one-dose inhibition, % at 20 µM; IC50 in µM for titrated hits; in the data active means inhibition mostly above about 51%, no sharp cut-off; inconclusive means no clear call, values can overlap the other calls; inactive means mostly below about 53%; further: some results filed as inactive read as strong as hits
Rac1 GTP hydrolysis – MgcRacGAP GTPase-activating activity inhibitors, confirmation, biochemical, ADP Hunter fluorescence; MgcRacGAP-stimulated Rac1 GTP hydrolysis, ADP Hunter fluorescence; higher % means a stronger effect; GST-tagged Rac1 F28L mutant substrate; inhibition, % at 30 µM, or IC50 in µM where a hit was titrated; 0.6% of 340,000 active;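 active means first-screen hits whose inhibition reached a set limit at any dose in the follow-up dose series; inconclusive means inhibition above the set first-screen limit but never retested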;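 further: fluorescence reports GDP produced by GAP-driven GTP hydrolysis; strong numbers were not always called active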
SIAH1 antagonists – blockers of Siah-1 interaction with plectin peptide – biochemical, fluorescence polarization, rhodamine-plectin, uHTS, primary screen (AID 1817) | 0.02% of 290,000 active | one-dose displacement, % at 20 µM; IC50 in µM for titrated hits | Siah-1 / rhodamine-plectin peptide fluorescence polarization; higher % means a stronger effect;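 active means displacement of at least 50% at 20 µM, with a fluorescence ratio check between 0.3 and a set limit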;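 further: plate controls were Siah plus tracer with DMSO for no effect and tracer alone without Siah for full effect; strong numbers were not always called active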
UTI89 phage lysis – protection from phage-mediated lysis, alamar blue read-out – E. coli UTI89, K1F phage, bacterial capsule biogenesis inhibitors (AID 488966); E. coli UTI89 K1F phage lysis, alamar blue, 2 h; higher % means a stronger effect; inhibition, % at 100 µM, or IC50 in µM where a hit was titrated; 0.02% of 340,000 active;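 active means phage lysis inhibition, versus mean bacterial control, above a set limit; inconclusive means no clear call, values can overlap the other calls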;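 further: capsule biogenesis inhibitors block K1F phage lysis so surviving cells raise fluorescence; higher fluorescence means more inhibition of phage lysis; actives were called in the ten point dose series up to 300 µM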
West Nile antiviral – West Nile virus antiviral activity, cell-based, CPE readout (AID 1621); 0.02% of 290,000 active; West Nile virus-infected cells, CPE inhibition; higher % means a stronger effect; CPE inhibition, % at 10 µM; hits with a dose series show IC50 in µM; in the data active means a potency from the dose series; inconclusive means CPE inhibition mostly from about 3.7% at the one dose, without a potency; inactive means the rest, 99 in 100 with CPE inhibition below about 2.2%; further: strong numbers were not always called active
Dengue-2 NS5 capping – flavivirus cap methylation enzyme inhibition – biochemical, confirmation dose response, primary screen (AID 588689); 0.3% of 340,000 active; inhibition, % at 25 µM, or IC50 in µM where a hit was titrated; Dengue-2 NS5 methyltransferase capping enzyme assay, biochemical; higher % means a stronger effect; in the data active means a potency from the dose series; inconclusive means inhibition above about 29% without an active follow-up result
RSV CPE inhibition – inhibition of RSV-induced cytopathic effect – HEp-2 cells, primary 10 µM value included (AID 2391); 0.13% of 310,000 active; HEp-2 cells, RSV-induced CPE inhibition; higher % means a stronger effect; CPE inhibition, % at 10 µM, or IC50 in µM where a hit was titrated; in the data active means a potency from the dose series; inconclusive means CPE inhibition mostly from about 23% at the one dose, without a potency; inactive means the rest, 99 in 100 with CPE inhibition below about 21%; further: strong numbers were not always called active
SV40 large T antigen – SV40 large T antigen inhibitors, biochemical (AID 1903); SV40 large T antigen ATPase/helicase inhibition assay; higher % means a stronger effect; 0.39% of 310,000 active; inhibition, % at 20 µM; hits with a dose series show IC50 in µM; in the data active means a potency from the dose series; inconclusive means inhibition mostly from about 32% at the one dose, without a potency; inactive means the rest, 99 in 100 with inhibition below about 32%; further: strong numbers were not always called active
NTR1 agonist – agonists of NTR1, primary screen, imaging, U2OS cells, beta-arrestin-GFP, high content (AID 493036) | NTR1-U2OS beta-arrestin-GFP spot imaging, agonist mode | activation, % at 20 µM | 0.17% of 330,000 active;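 active means activation at or above 40% of the spot to cytoplasm intensity ratio, with at least 20 cells analyzed; inconclusive means wells under 20 cells, flagged as cytotoxic or low count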;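 further: 0% = DMSO without peptide and 100% = 100 nM NTR1 peptide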
Target sequence (P30989 whole entry, looked up): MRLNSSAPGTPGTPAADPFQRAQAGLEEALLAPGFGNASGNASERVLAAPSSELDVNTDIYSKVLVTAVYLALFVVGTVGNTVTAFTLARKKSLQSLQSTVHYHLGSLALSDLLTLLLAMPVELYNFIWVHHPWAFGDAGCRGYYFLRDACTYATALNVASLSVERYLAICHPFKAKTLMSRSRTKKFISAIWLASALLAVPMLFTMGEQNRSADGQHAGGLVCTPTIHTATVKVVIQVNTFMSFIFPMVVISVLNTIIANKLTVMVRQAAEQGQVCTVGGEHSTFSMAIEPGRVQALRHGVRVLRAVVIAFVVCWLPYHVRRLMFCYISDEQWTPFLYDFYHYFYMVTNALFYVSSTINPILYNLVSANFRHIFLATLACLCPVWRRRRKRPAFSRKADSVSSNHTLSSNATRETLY
NTR1 agonist cell count 20 µM – further read-out of NTR1 agonist, marked with its call; cell count; measured here: cell count, cytotoxicity flag
Dengue-2 NS5 capping pilot replicate – further read-out of Dengue-2 NS5 capping, marked with its call; inhibition, %; measured here: pilot screen replicate inhibition
* marks the source's active call; other numbers are inactive results; ? = inconclusive; · = not tested or not shown; & = joins results of further samples; ! = repeats disagree; [ ] = dose if it differs, or a comment.

SMILES	AID2073	Rac1 GTP hydrolysis	SIAH1 antagonists	UTI89 phage lysis	West Nile antiviral	Dengue-2 NS5 capping	RSV CPE inhibition	SV40 large T antigen	NTR1 agonist	NTR1 agonist cell count 20 µM	others
Cc1cccc(C)c1NC(=O)CNc1ccccc1	8%	11%	11%	0.2%	0.3%	-1%	-0.2%	5%	-0.1	103
CCOc1ccc(-c2nnc(SCC(=O)O)n2Cc2ccccc2)cc1	4%	9%	1%	1.2%	0.1%	-2%	1.2%	22%	-0.3	52
CCOc1ccc(C(C)=O)cc1N1C(=O)C2C3C=CC(C3=C(C)C)C2C1=O (stereo unspecified)	-2%	8%	-2%	-1.6%	0.0%	1%	-0.3%	14%	-0.2	59
O=C(c1ccco1)N1CCN(c2ncnc3scc(-c4ccccc4)c23)CC1	5%	8%	-7%	-1.2%	1.1%	25%	6.1%	·	1.5	72
O=C(CSCc1ccc(F)cc1)NCc1ccco1	3%	-1%	1%	2.2%	-0.1%	-13%	0.6%	12%	0.7	61
C/C(=N/NC(=O)c1ccc(C)s1)c1cccc(NC(=O)c2ccoc2C)c1	5%	10%	-9%	-0.3%	2.6%	3%	?	4%	9.6	50
CC1CCC(NC(=O)CCS(=O)(=O)c2ccc3c(c2)NC(=O)C(C)S3)CC1 (stereo unspecified)	-1%	-24%	10%	-0.5%	-0.5%	-6%	1.2%	5%	-1.6	40
N#Cc1c(Nc2ccccc2)sc(C(=O)c2ccc(F)cc2)c1N	11%	8%	-7%	0.0%	-0.1%	4%	3.4%	11%	8.1	91
C[C@@H]1CN([C@@H](C)CO)C(=O)c2cc(NS(C)(=O)=O)ccc2O[C@@H]1CN(C)S(=O)(=O)c1ccccc1	·	-2%	·	0.0%	·	2%	·	·	-2.3	56	Dengue-2 NS5 capping pilot replicate=3.3
O=C(Cc1cccc2ccccc12)Nc1cc(C(=O)O)cc(C(=O)O)c1	3%	12%	11%	1.8%	0.2%	·	1.1%	11%	0.3	55
CC(C)Nc1nc(SC(C)C(=O)Nc2ccccc2)nc(N(C)C)n1 (stereo unspecified)	0%	5%	-10%	0.0%	-1.2%	0%	1.5%	13%	2.7	73
CN(C)S(=O)(=O)c1cc(NC(=O)COC(=O)Cc2cccc3ccccc23)ccc1Cl	45%	5%	3%	2.5%[50 µM]	0.1%	-1%	1.3%	-1%	3.3	91
CC1CC(C)CN(CCC(=O)Nc2cccc(Cl)c2)C1 (stereo unspecified)	12%	4%	3%	0.2%	0.8%	-10%	-0.9%	-2%	-1.0	82
O=C(Cn1cccc1C(=O)c1ccccc1)NCCC1=CCCCC1	-13%	3%	-4%	0.3%	0.2%	-2%	-0.2%	23%	7.6	43
OCCN1CCN(C(=S)Nc2cccc(C(F)(F)F)c2)CC1	-12%	126µM*!	-3%	-2.0%	0.3%	-6%&-1%	-1.9%	11%	-0.3	55
CC(Oc1cccc(Cl)c1)C(=O)Nc1cc(Cl)ccc1N1CCOCC1 (stereo unspecified)	·	13%	·	-0.6%[50 µM]	·	-2%	20%	1%	6.6	77
COc1ccc(-c2ccc3nnc(SCC(=O)Nc4ccc(NC(C)=O)cc4)n3n2)cc1	·	0%	·	-0.2%[50 µM]	·	-9%	0.7%	0%	0.1	59
Cc1cc(C)n(C(=O)/C(C#N)=N/Nc2cc(Cl)cc(Cl)c2)n1	10%	1%	6%	-0.5%	-1.9%	-10%	0.2%	13%	4.3	54
Cc1ccc(OCCCC(=O)Nc2ccc(S(=O)(=O)Nc3cc(C)nc(C)n3)cc2)cc1	20%	3%	-8%	-0.1%	-0.2%	-3%	1.6%	·	5.0	60
Cc1ccc(OCC(=O)Nc2ccc(S(=O)(=O)Nc3onc(C)c3C)cc2)cc1	-6%	7%	2%	0.1%	0.8%	-2%	0.8%	12%	2.4	83
Cc1ccc(-c2c3c(=O)n(C)c(=O)n(C)c3cn2N2CCOCC2)cc1	-1%	9%	2%	-0.4%	-0.3%	-7%	2.2%	10%	1.7	51
CCCCOC(=O)/C=C/c1ccc(OC(=O)OC)c(OC(=O)OC)c1	-1%	30%	5%	-4.2%	-0.6%	0%	1.1%	15%	0.5	41
C/C=C/C(=O)Nc1nnc(-c2ccccc2C)s1	-3%	5%	0%	-0.2%	-1.3%	8%	0.3%	·	3.7	87
C[N+]1(C)CC2([N+](=O)[O-])CC=C(Oc3ccccc3)C([N+](=O)[O-])(C2)C1 (stereo unspecified)	?	1%	2%	1.3%[50 µM]	0.0%	5%	-0.6%	4%	0.4	77
CCN(CC)c1ccc2c(c1)oc(=O)c1c(Cl)cc(=O)oc12	19%	14%	-1%	2.9%	1.0%	-10%	-3.3%	15%	2.7	52
CCOc1cc(CNc2ccc(N3CCCCC3)cc2)cc(Br)c1OCC(=O)NC(C)(C)C	-29%	21µM*	-7%	1.8%	-0.4%	14%	4.1%	20%	4.0	52
Cc1cccc2nc(-c3ccco3)oc(=O)c12	-2%	11%	9%	0.1%	0.3%	-9%	0.6%	9%	-0.4	49
CC1CCN(c2ccc3nnc(CCC(=O)Nc4ccc(F)cc4)n3n2)CC1	-6%	19%	2%	1.2%	-0.1%	1%	4.8%	17%	-0.5	77
CC(C)Cn1c(N)c(/C=N/NC(=O)c2ccc(Cl)cc2)c(=O)n(C)c1=O	41%	15%	-1%	0.3%	-0.3%	-8%	1.3%	4%	-1.4	50
Cc1cc[n+](-c2[nH]c(=O)sc2/C=N/N=C(\[O-])c2ccncc2)cc1	48%	15%	61%	0.3%	0.1%	84µM*	1.9%	11%	0.4	68
S=c1[nH]nc(-c2ccco2)n1-c1cccc2ccccc12	3%	6%	-2%	0.2%	-0.2%	0%	1.6%	5%	-4.3	102
COCCCNC(=O)Cn1nnc(-c2ccccc2NC(=O)c2ccccc2F)n1	-8%	6%	0%	3.0%	-0.3%	-7%	-0.5%	·	-0.6	36
CCOc1ccc(Nc2nnc(SCc3nc4ccccc4c(=O)[nH]3)s2)cc1	15%	7%	2%	-0.3%	0.1%	-7%	3.3%	15%	3.4	67
CCCNC(=O)CN1C(=O)c2ccccc2Sc2ncccc21	11%	9%	10%	0.0%	-0.3%	2%	2.2%	5%	0.6	88
CC(C)(C)NC(=O)/C(=C\c1ccc(Br)cc1)NC(=O)c1cccs1	9%	4%	1%	0.3%	-0.2%	-4%	2.9%	-7%	-0.5	67
COc1ccc(NC(=S)NCc2cccnc2)cc1	-18%	2%	0%	0.0%	0.0%	-5%	0.3%	10%	0.4	40
Cc1csc(SCC(=O)Nc2cc(S(=O)(=O)N(C)C)ccc2C)n1	·	-1%	·	1.2%[50 µM]	·	-4%	-0.7%	6%	-0.6	54
COc1ccccc1/C=C/C(=O)OCC(=O)NC(=O)NC1CCCC1	·	3%	·	3.2%	·	6%	·	·	8.8	45
CC(=O)N1c2ccc(S(=O)(=O)N(C)CC(=O)NCc3ccccc3)cc2CC1C (stereo unspecified)	2%	6%	3%	0.2%	0.1%	10%	0.9%	3%	0.4	74
O=c1ccsn1Cc1ccccc1	16%	?	2%	-1.6%	?	-18%	16%	?	4.0	42

Four compounds drawn at random from the list so far, as already listed:
SMILES	AID2073	Rac1 GTP hydrolysis	SIAH1 antagonists	UTI89 phage lysis	West Nile antiviral	Dengue-2 NS5 capping	RSV CPE inhibition	SV40 large T antigen	NTR1 agonist	NTR1 agonist cell count 20 µM	others
CCOc1cc(CNc2ccc(N3CCCCC3)cc2)cc(Br)c1OCC(=O)NC(C)(C)C	-29%	21µM*	-7%	1.8%	-0.4%	14%	4.1%	20%	4.0	52
Cc1csc(SCC(=O)Nc2cc(S(=O)(=O)N(C)C)ccc2C)n1	·	-1%	·	1.2%[50 µM]	·	-4%	-0.7%	6%	-0.6	54
Cc1cc[n+](-c2[nH]c(=O)sc2/C=N/N=C(\[O-])c2ccncc2)cc1	48%	15%	61%	0.3%	0.1%	84µM*	1.9%	11%	0.4	68
Cc1ccc(-c2c3c(=O)n(C)c(=O)n(C)c3cn2N2CCOCC2)cc1	-1%	9%	2%	-0.4%	-0.3%	-7%	2.2%	10%	1.7	51

New compounds follow.
SMILES	AID2073	Rac1 GTP hydrolysis	SIAH1 antagonists	UTI89 phage lysis	West Nile antiviral	Dengue-2 NS5 capping	RSV CPE inhibition	SV40 large T antigen	NTR1 agonist	NTR1 agonist cell count 20 µM	others
CCC1CCCCN1S(=O)(=O)c1ccc(-n2cnnn2)c(C)c1 (stereo unspecified)	3%	5%	2%	0.1%	0.3%	-1%	1.3%	4%	0.5	63
Cc1cc([N+](=O)[O-])c(NC2CCCCC2)c([N+](=O)[O-])c1	·	2%	·	0.0%	0.6%	-5%	2.6%	·	-0.5	84
CCOC(=O)c1ccc(NC(=O)CSc2nnc(C3CC3)n2C)cc1	1%	3%	2%	1.0%	0.2%	-4%	1.6%	3%	-2.6	58
Cc1ccc(/C=N/NC(=O)Cn2cncn2)cc1	6%	·	2%	·	-0.1%	·	0.4%	0%	-0.3	39
COc1ccc(CN2C(=O)CN(C3CCCCCC3)C(=O)C2c2ccc(F)cc2)cc1 (stereo unspecified)	-21%	7%	0%	2.1%	-0.5%	-1%	1.4%	10%	1.7	47
COc1cccc(N/C(N)=N/c2nc(C(F)(F)F)cc(=O)[nH]2)c1	2%	11%	3%	0.3%	0.3%	-1%	1.9%	-1%	0.1	58
N#CCC(=O)N/N=C/c1ccc(OC2CSC2)cc1	12%	3%	3%	0.2%	1.6%	-19%	-0.3%	6%	-1.3	26
S=C(NCc1ccccc1)NNc1ccccc1	4%	6%	1%	1.0%	0.3%	-6%	4.5%	7%	0.7	26
CCc1noc(C)c1C(=O)N1CCN(S(=O)(=O)c2cccs2)CC1	·	4%	·	1.1%[50 µM]	·	-13%	1.4%	8%	0.6	66
CC1(C)CC(=O)C=C(c2cccnc2)C1	·	6%	·	1.4%	0.1%	2%	2.0%	-1%	-2.3	83
O=C(Nc1nccs1)c1cc(S(=O)(=O)N2CCOCC2)c(Cl)cc1Cl	1%	6%	5%	-0.2%	-1.0%	-12%	0.4%	2%	1.4	57
O=S1(=O)CCN2N=C(C34CC5CC(CC(C5)C3)C4)SC2=N1	-1%	4%	4%	-0.5%	-0.3%	-5%	0.8%	9%	1.4	49
Nc1nc(-c2ccc(Br)cc2)c(S(=O)(=O)c2ccccc2)s1	-4%	5%	2%	0.2%[50 µM]	-1.8%	-3%	4.2%	4%	2.2	61
COc1ccc(CNC(=O)c2noc(C(C)C)c2[N+](=O)[O-])cc1	6%	8%	5%	2.5%[50 µM]	-0.6%	-3%	0.4%	3%	1.2	52
CC(=O)NCc1c(Cl)cccc1-n1cccc1	3%	2%	2%	0.1%	-0.8%	-5%	0.5%	17%	0.9	82
